IL-1B inflam inh – blocks inflammasome-driven IL-1 beta release. AID 743279. activity change, % at 57.5 µM. THP-1 LPS/ATP IL-1B secretion, AlphaLISA, 16 h; stronger effect = lower value. 4.7% of 360,000 active; in the data active = activity change below about -50%; inconclusive = mostly about -30% to -49%; also: % is scaled to controls: 0 for no effect and ±100 for the full control effect
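Secreted IL-1B measured by AlphaLISA bead assay after 16 h compound exposure of THP-1 cells; compounds (final up to 57.5 uM) added 1 h before LPS (250 ng/mL) and ATP (1.25 mM) stimulation; lower signal means less secretion.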
MCF10A rerep – DNA re-replication induction in MCF 10a cells | MCF 10A DNA re-replication, Hoechst nuclear intensity, 48 h | Potency, µM (titrated, usually from 46.1 µM), for inactives: at the top dose activity, positive = re-replication, usual class: activators | 2.9% of 350,000 active | AID 624296; also: potency is read from the fitted curve at half-maximal effect; % of control where 0% means no effect; nearly all actives have a fitted effect of over 50% in size
KB-3-1 tox – kills parental KB-3-1 adenocarcinoma cells. KB-3-1 viability, CellTiter-Glo ATP luminescence, 72 h. Potency, µM (top dose mostly 46.1 µM), without a hit: at the highest dose activity change, negative = cytotoxic, hits mostly cytotoxic. 1.4% of 400,000 active. AID 1347075; also: potency is read from the fitted curve at half-maximal effect; % is scaled to controls: 0 for no effect and ±100 for the full control effect; nearly all actives have a fitted effect of over 60% in size
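Using CellTiter-Glo luminescence, growth of non-resistant KB-3-1 adenocarcinoma cells is assessed 72 h after pin-tool compound addition at 37 °C. Normalized responses across the concentration series yield fitted curves.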
HT1080 IDH1KD tx – HT-1080 IDH1 knockdown cell toxicity (counter line); AID 686971; 2% of 360,000 active; Potency, µM (series often up to 46.1 µM), inactives show at the highest dose activity, negative = toxicity, actives largely listed as cytotoxic; HT-1080 IDH1 knockdown viability, ATP luminescence, 48 h;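 also: potency is read from the fitted curve at half-maximal effect; 0% = DMSO wells and -100% = cell-free medium wells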
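% activity derives from luminescence (CellTiter-Glo), normalised to DMSO and no-cell wells. HT-1080-IDH1KD cells, 750/well, had 48 h compound exposure at 37 °C.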
KB-V1 cytotox – KB-V1 MDR subline cytotoxicity. Potency, µM (series often up to 46.1 µM), for the others: at the top dose activity change, negative = cytotoxicity, most hits filed as cytotoxic. KB-V1 MDR cells viability, CellTiter-Glo, 72 h. 3.4% of 400,000 active; also: potency is read from the fitted curve at half-maximal effect; % is scaled to controls: 0 for no effect and ±100 for the full control effect; nearly all actives have a fitted effect of over 60% in size
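Potencies derive from concentration-effect curves fitted to normalized luminescence (CellTiter-Glo) of KB-V1 cells treated for 72 h at 37 degrees C in phenol-red-free DMEM containing 10% FBS.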
SW480 rereplic – DNA re-replication induction in SW480 cells. Potency, µM (series often up to 46.1 µM), for the others: at the highest dose re-replication activation, usual class: activators. SW480 DNA re-replication, Hoechst DNA content imaging, 48 h. AID 624297. 1.8% of 340,000 active; also: potency is read from the fitted curve at half-maximal effect; % of control where 0% means no effect; nearly all actives have a fitted effect of over 55% in size
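Per well, 250 cells were exposed to pinned compound for 48 hr. Nuclear DNA was visualised with Hoechst (40 min, 37 C) and total object intensity recorded by fluorescence scanning.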
ATXN viability – cell viability loss in ATXN counter-screen. S2 cells (HEK-293 line with an ATXN2-luciferase reporter) viability, CellTiter-Fluor protease fluorescence, 24 h. Potency, µM (titrated, usually from 56.7 µM), usual class: cytotoxic. 0.49% of 400,000 active; also: potency is read from the fitted curve at half-maximal effect; nearly all actives have a fitted effect of over 40% in size
HT1080NT lethal – kills 2HG-producing HT-1080-NT fibrosarcoma cells | AID 686970 | HT-1080-NT fibrosarcoma viability, CellTiter-Glo ATP luminescence, 48 h | Potency, µM (series often up to 46.1 µM), for the others: top-dose activity, negative = less viability, hits mostly cytotoxic | 1.6% of 360,000 active;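 also: NT is the 2HG producing partner of a matched IDH1 knockdown line; potency is read from the fitted curve at half-maximal effect; 0% = DMSO-treated cells and -100% = media-only wells without cells; nearly all actives have a fitted effect of over 55% in size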
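Viability by CellTiter-Glo luminescence after 48 h compound exposure at 37C of HT-1080-NT cells (750/well, RPMI, 5% FBS). % activity scaled between DMSO wells and medium-only wells, then curve-fitted and categorized by curve class.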
ATXN2 expr inh – ATXN2 expression inhibition | HEK-293 ATXN2-luciferase reporter, luminescence, 24 h | Potency, µM (series often up to 57 µM), for inactives: at the highest dose activity change, negative = inhibition, usual class: inhibitors | 0.72% of 360,000 active; also: potency is read from the fitted curve at half-maximal effect; % is scaled to controls: 0 for no effect and ±100 for the full control effect; nearly all actives have a fitted effect of over 55% in size
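qHTS (up to 57 uM final) was run with 24 h compound exposure of reporter cells at 37 °C. Each well was multiplexed: SteadyGlo luminescence measured ATXN2-luciferase expression after a fluorogenic Gly-Phe-AFC viability readout (25 uM final).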
Active calls of the source: *; i = inactive; ? = inconclusive; . = not tested or not shown; & = joins results of further samples; [ ] = dose if it differs, or a comment. Unless noted, calls follow the shape of the dose curve; as a rule, active = well fitted curve in the direction sought with a large enough effect; inconclusive = small, poorly fitted or top-dose-only effect, or another doubt; inactive = no such curve, though single readings can be large; an effect the other way counts as inactive or inconclusive.

1: O=C(CN1C(=O)c2ccccc2S1(=O)=O)c1ccc2c(c1)OCCCO2
2: O=C(Nc1ccc(F)cc1)C(c1ccccc1)N1CCN(C(=O)c2ccco2)CC1 (stereo unspecified)
3: Cn1nc(C(=O)NNC(=O)c2cccc(Cl)c2)c2ccccc2c1=O
4: COc1ccccc1-c1cc(C(F)(F)F)nc(N2CCCC2)n1
5: Cc1ccc(N(C(=O)Cc2cccs2)C(C(=O)NC2CCCC2)c2ccncc2)cc1 (stereo unspecified)
6: O=C(C1CCN(C2CC(=O)N(c3ccc(Cl)cc3)C2=O)CC1)N1CCOCC1 (stereo unspecified)
7: COc1ccc(C(=O)NCCCOC(=O)c2ccc(OC)cc2)cc1
8: CN(C(=O)COC(=O)c1ccccc1Cc1ccccc1)C1CCS(=O)(=O)C1 (stereo unspecified)
entry no.	1	2	3	4	5	6	7	8
MCF10A rerep	0%	-186%[0.0737 µM]	3%	26µM*	-3%	1%	2%	-2%
HT1080 IDH1KD tx	6%	4%	9%	5%	-8%	0%[9.24 µM]	-1%	2%
IL-1B inflam inh	19	?	0	30	6	11	9	10
KB-3-1 tox	10%	-3%	12%	-3%	-20%	11%	3%	10%
SW480 rereplic	-3%	12%	0%	18%	-7%	-2%	-2%	1%
HT1080NT lethal	7%	6%	-2%	1%	-10%	12%	8%	3%
ATXN2 expr inh	0.28µM*	-3%	2%	4%	2%	10%	-18%	15%
KB-V1 cytotox	24%	-21%	18%	9%	0%	-7%	-5%	4%
ATXN viability	i	i	?	i	i	i	i	i

9: CN(Nc1cccc(Cl)c1)c1cccc(Cl)c1
10: CCOC(=O)N1CCC(n2c(=S)[nH]c3cc(OCC)c(OCC)cc3c2=O)CC1
11: COc1ccc2[nH]c(S(=O)Cc3ncc(C)c(OC)c3C)nc2n1 (stereo unspecified)
12: O=C(Nc1nnc(-c2ccc3c(c2)CCCC3)o1)c1ccccc1Cl
13: COC(=O)c1ccc(COc2ccccc2/C=N/NS(=O)(=O)c2ccc(C)cc2)cc1
14: Cn1c(C(=O)NCCCN2CCc3ccccc3C2)cc2c(=O)n(C)c3ccccc3c21
15: CCN1C(=O)[C@H]2[C@@H](c3ccc(C)cc3)N[C@]3(CCCN(Cc4ccc(C(F)(F)F)cc4)C3=O)[C@H]2C1=O
16: Cc1ccc(S(=O)(=O)N(Cc2cccc([N+](=O)[O-])c2)C(=O)N2CCN(C)CC2)cc1
entry no.	9	10	11	12	13	14	15	16
MCF10A rerep	?	?	?	?	3%	23%	.	0%
HT1080 IDH1KD tx	?	12%	.	?	?	-14%	-1%	-12%
IL-1B inflam inh	-11	19	.	6	57	-53*	17	3
KB-3-1 tox	-13%	0%	.	-20%	0%	?	-16%	-6%
SW480 rereplic	?	7%	-2%	18%	?	12%	.	0%
HT1080NT lethal	-25%	12%	.	-10%	-30%	-9%	-6%	-5%
ATXN2 expr inh	-21%	?	12%	?	14%	-22%	-12%	-6%
KB-V1 cytotox	0%	-22%	.	?	18µM*	3%	0%	-9%
ATXN viability	i	?	i	?	i	i	i	i

17: O=C(CC1C[C@H](C(=O)N2CCOCC2)[C@@]2(CCC3CCCC3)c3[nH]c4ccccc4c3CCN2C1=O)NCCCn1ccnc1 (stereo partly specified)
18: COc1ccc(C(=O)NNC(=S)NC(=O)c2cc(-c3ccccc3)nc3ccccc23)cc1
19: O=C(NCc1ccccn1)C1CCN(S(=O)(=O)c2cc(Cl)ccc2Cl)CC1
20: CC(OC(=O)c1cc(Br)ccc1O)C(=O)NCc1ccc2c(c1)OCO2 (stereo unspecified)
21: COC(=O)N(NC(=O)C(O)(c1ccccc1)c1ccccc1)c1ccc(C)cc1
22: O=C(NC1CCCC1)c1ccc(CS(=O)Cc2ccc(Cl)cc2)o1 (stereo unspecified)
23: COc1ccccc1NC(=O)COc1cccc2c1CCNC2=O
24: O=C(NC1CC2CCC(C1)N2Cc1ccccc1)c1ccccc1Cl (stereo unspecified)
entry no.	17	18	19	20	21	22	23	24
MCF10A rerep	-11%	4%	-3%	?	-1%	-2%	-2%	-6%
HT1080 IDH1KD tx	-3%	?	-15%	-2%	6%	5%	-10%	7%
IL-1B inflam inh	4	-7	3	10	0	-16	-2	-29
KB-3-1 tox	0%	?	2%	-4%	0%	-4%	-2%	1%
SW480 rereplic	3%	?	-13%	-292%[inhibitor]	.	?	-533%[inhibitor]	?
HT1080NT lethal	-1%	?	3%	-3%	0%	2%	-16%	12%
ATXN2 expr inh	2%	6%	0%	-4%	-7%	-4%	21%	-9%
KB-V1 cytotox	0%	-11%	1%	-1%	-26%	9%	?	-10%
ATXN viability	i	i	i	i	i	i	i	i

25: CC(C)N1CCN(c2ccc(OCC3COC(Cn4cncn4)(c4ccc(Cl)cc4Cl)O3)cc2)CC1 (stereo unspecified)
26: CC1CCC(NC(=O)CSc2nnc(-c3cccnc3)o2)CC1 (stereo unspecified)
27: Cc1ccc(N(Cc2cc(=O)[nH]c3ccccc23)C(=O)C(C)C)c(C)c1
28: COc1ccc(-c2csc(N3C(=N)SCC3=O)n2)cc1
29: CC(C)N(C(=O)[C@H]1CC(CC(=O)NCc2ccco2)C(=O)N2CCc3c([nH]c4ccccc34)[C@]12C)C(C)C (stereo partly specified)
30: CC(Sc1ccccn1)C(=O)Nc1ccc2c(c1)OCO2 (stereo unspecified)
31: CC1(C)Cc2c(cnn2-c2ccc(F)cc2)C(NC(=O)CCN2CCCCC2=O)C1 (stereo unspecified)
32: CCOc1ccccc1C(=O)Nc1nnc(Cc2ccc(OC)c(OC)c2)s1
entry no.	25	26	27	28	29	30	31	32
MCF10A rerep	?	0%	14%	-1%	-14%	-6%	0%	-2%
HT1080 IDH1KD tx	-1%	-1%	-1%	0%	0%	-8%	7%	-6%
IL-1B inflam inh	-53*	-1	-28	14	-11	-24	16	9
KB-3-1 tox	?	6%	0%	-7%	0%	6%	.	?
SW480 rereplic	?	-2%	8%	2%	17%	-4%	3%	1%
HT1080NT lethal	-2%	0%	-22%	-3%	2%	0%[9.24 µM]	6%	-1%
ATXN2 expr inh	-20%	6%	-22%	-24%	1%	18%	30%[activator]	.
KB-V1 cytotox	1.2µM*	8%	0%	-1%	0%	0%	.	-18%
ATXN viability	?	i	i	i	?	i	i	i

33: ON1C2CCCCC2N(O)C1c1ccccc1C(F)(F)F (stereo unspecified)
34: O=C(N/N=C/c1cccs1)c1ccc2nc[nH]c2c1
35: CCCN1C(=O)/C(=N\OCC(=O)NCC(F)(F)F)c2ccccc21
36: NS(=O)(=O)c1cccnc1Nc1cccc(Cl)c1
37: Cc1cc(NC(=O)c2ccccc2)n(-c2nc3ccccc3[nH]2)n1
38: CC(C(=O)Nc1ccccc1-c1ccccc1)N1CCN(S(=O)(=O)c2ccccc2)CC1 (stereo unspecified)
39: Cc1nnc(SCc2ccc(Cl)cc2)n1CC1CCCO1 (stereo unspecified)
40: CCC1=C(C)CN(C(=O)NCCc2ccc(S(=O)(=O)NC(=O)NC3CCC(C)CC3)cc2)C1=O (stereo unspecified)
entry no.	33	34	35	36	37	38	39	40
MCF10A rerep	1%	-2%	11%	-8%	8%	?	9%	7%
HT1080 IDH1KD tx	12%	11%	14%	4%	8%	-5%	-5%	4%
IL-1B inflam inh	28	-5	-5	9	-2	0	0	5
KB-3-1 tox	-6%	2%	26%	-1%	3%	-23%	8%	0%
SW480 rereplic	6%	1%	-6%	2%	6%	11%	3%	-61%[inhibitor]
HT1080NT lethal	19%	4%	11%	1%	11%	-4%	-4%	-29%
ATXN2 expr inh	-12%	.	7%	14%	-35%	-14%	-8%	5%&12%&-20%
KB-V1 cytotox	-6%	6%	15%	0%	-21%	2.9µM*	7%	1%
ATXN viability	i	?	i	i	?	i	i	i

4 of these compounds in a different format.
Value order: MCF10A rerep, HT1080 IDH1KD tx, IL-1B inflam inh, KB-3-1 tox, SW480 rereplic, HT1080NT lethal, ATXN2 expr inh, KB-V1 cytotox, ATXN viability
[29] CC(C)N(C(=O)[C@H]1CC(CC(=O)NCc2ccco2)C(=O)N2CCc3c([nH]c4ccccc34)[C@]12C)C(C)C (stereo partly specified)
 : -14%, 0%, -11, 0%, 17%, 2%, 1%, 0%, ?
[4] COc1ccccc1-c1cc(C(F)(F)F)nc(N2CCCC2)n1
 : 26µM*, 5%, 30, -3%, 18%, 1%, 4%, 9%, i
[15] CCN1C(=O)[C@H]2[C@@H](c3ccc(C)cc3)N[C@]3(CCCN(Cc4ccc(C(F)(F)F)cc4)C3=O)[C@H]2C1=O
 : ., -1%, 17, -16%, ., -6%, -12%, 0%, i
[28] COc1ccc(-c2csc(N3C(=N)SCC3=O)n2)cc1
 : -1%, 0%, 14, -7%, 2%, -3%, -24%, -1%, i

New compounds follow.
41: O=C(COC(=O)Cc1cccc(C(F)(F)F)c1)NCc1ccco1
42: Cc1onc(-c2ccccc2Cl)c1C(=O)Nc1ccccc1C(=O)NC(C)C
43: O=c1c2ccccc2nc(SCc2cccc(F)c2)n1-c1cccc(S(=O)(=O)N2CCCC2)c1
44: COc1ccc(-c2nc(N)ncc2-c2ccccc2OC)c(O)c1
45: COc1ccc(C(=O)Nc2cc(S(=O)(=O)N3CCCC3)ccc2Cl)cc1
46: O=C(Nc1ccc(Cn2cccn2)cc1)c1ccc(COc2cccc(Br)c2)cc1
47: CCc1ccc(-n2c(=S)sc3c(=O)[nH]c(SCC(=O)NC4CCCCC4)nc32)cc1
48: CCN(CC(=O)Nc1c(F)cccc1F)C(=O)c1cccn1C
entry no.	41	42	43	44	45	46	47	48
MCF10A rerep	5%	-9%	1%	-5%	?	?	.	.
HT1080 IDH1KD tx	-2%	-13%	8%	-3%	2%	?	-2%	6%
IL-1B inflam inh	0	?	0	?	?	?	21	-6
KB-3-1 tox	0%	-17%	-7%	-10%	.	0.73µM*	-2%	1%
SW480 rereplic	?	2%	-46%[inhibitor]	-8%	-1%	-1%	.	.
HT1080NT lethal	3%	-22%	3%	-2%	0%	-15%	5%	9%
ATXN2 expr inh	-1%	-26%	-9%	-9%	0%	-37%	.	.
KB-V1 cytotox	-8%	?	3.3µM*	-6%	.	9.2µM*	25%	0%
ATXN viability	i	i	i	i	i	?	i	i

Screens (PubChem BioAssay)
